# Assay outcomes: PubChem BioAssay, National Center for Advancing Translational Sciences (NCATS)
# MBNL1-CUG inh = blocks human MBNL1 binding to CUG repeat RNA; Q9NR56; TR-FRET MBNL1-His/biotin-(CUG)12 binding, 665/545 ratio; Potency, µM (doses to about 57.5 µM), without a hit: at the top dose activity change, negative = inhibition, hits mostly inhibitors; hit rate 0.036% among 280,000; active = well fitted inhibition curve with a large enough effect in the signal ratio, with a control signal flat, not every such curve was filed as active; inconclusive = small, poorly fitted or top-dose-only effect, or effect the other way, or a change in a side signal; inactive = no such curve, though single readings can be large or run the other way; the % refers to the signal ratio; also: potency is read from the fitted curve at half-maximal effect; % is scaled to controls: 0 for no effect and ±100 for the full control effect
# Target sequence (Q9NR56 whole entry, looked up): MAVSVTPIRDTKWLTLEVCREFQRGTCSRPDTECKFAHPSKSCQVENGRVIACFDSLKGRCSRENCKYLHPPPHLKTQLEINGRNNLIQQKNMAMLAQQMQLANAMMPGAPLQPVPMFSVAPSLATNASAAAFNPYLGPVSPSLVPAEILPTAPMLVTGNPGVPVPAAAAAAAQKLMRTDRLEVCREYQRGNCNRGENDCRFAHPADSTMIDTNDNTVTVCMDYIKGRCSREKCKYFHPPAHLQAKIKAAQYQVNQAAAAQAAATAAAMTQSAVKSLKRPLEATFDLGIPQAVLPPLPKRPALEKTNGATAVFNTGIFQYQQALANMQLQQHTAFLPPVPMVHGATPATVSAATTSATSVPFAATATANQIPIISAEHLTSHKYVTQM
#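 Compounds (final 92 nM to 58 uM) are added to His-tagged MBNL1 and biotin-(CUG)12, then terbium anti-His antibody and streptavidin-XL665 (5 nM final). After 60 min at room temperature, the 665/545 nm ratio is read.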
# Eya2 phos inh = blocks the phosphatase activity of human Eya2; O00167; recombinant Eya2, OMFP fluorescence dephosphorylation (OMFP is methylfluorescein phosphate); Potency, µM (doses to about 76.9 µM), inactives show at the highest dose activity, negative = inhibition, hits mostly inhibitors; hit rate 0.006% among 330,000; AID 488837; also: potency is read from the fitted curve at half-maximal effect; % is scaled to controls: 0 for no effect and ±100 for the full control effect
# Target sequence (O00167 whole entry, looked up): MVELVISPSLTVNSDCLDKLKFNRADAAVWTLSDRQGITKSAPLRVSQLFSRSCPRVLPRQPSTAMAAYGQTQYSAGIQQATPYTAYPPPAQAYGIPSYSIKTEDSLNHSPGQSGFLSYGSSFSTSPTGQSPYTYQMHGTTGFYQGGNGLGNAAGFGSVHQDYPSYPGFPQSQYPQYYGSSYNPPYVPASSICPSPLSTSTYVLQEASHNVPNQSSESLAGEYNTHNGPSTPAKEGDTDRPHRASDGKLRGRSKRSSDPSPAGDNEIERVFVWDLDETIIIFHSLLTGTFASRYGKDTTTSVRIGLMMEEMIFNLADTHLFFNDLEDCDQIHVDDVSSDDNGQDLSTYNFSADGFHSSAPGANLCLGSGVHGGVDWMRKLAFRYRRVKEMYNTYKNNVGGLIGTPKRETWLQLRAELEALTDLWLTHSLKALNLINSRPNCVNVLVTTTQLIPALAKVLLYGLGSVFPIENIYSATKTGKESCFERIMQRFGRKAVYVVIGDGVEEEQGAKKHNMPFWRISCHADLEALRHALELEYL
#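 Eya2 (0.2 uM) preincubated 10 min at ambient with compound, then OMFP substrate added at 50 uM; 10 min reaction in 50 mM HEPES pH 7.5, 50 mM NaCl, 5 uM MgCl2, 0.05% BSA, 1 mM DTT. Fluorescence read at Ex 485/Em 525 nm.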
# PKM2 act = PKM2 (human) enzyme activation | P14618 | purified PKM2, Kinase-Glo ATP luminescence, activation; response scale: 0% is enzyme alone, no compound | Potency, µM (series often up to 57.5 µM), without a hit: top-dose activation, hits mostly activators | hit rate 0.34% among 260,000; also: potency is read from the fitted curve at half-maximal effect; % is scaled to controls: 0 for no effect and ±100 for the full control effect; nearly all actives have a fitted effect of over 55% in size
#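 hPK-M2, >95% pure; 0.1 mM ADP / 0.5 mM PEP final; imidazole pH7.2 buffer w/ 7 mM MgCl2, 50 mM KCl; 1 h RT; Kinase-Glo lum. Intermediate enzyme activity for dual inhibitor/activator qHTS.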
# ASM inhibitor = human S-ASM enzyme inhibition | P17405 | hit rate 0.006% among 340,000 | Potency, µM (titrated, usually from 57.5 µM), without a hit: top-dose activity change, negative = inhibition, usual class: inhibitors | placental ASM, HMU-PC fluorogenic substrate, 60 min | AID 504937; also: potency is read from the fitted curve at half-maximal effect
#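 Human placenta-derived ASM enzyme was preincubated with compound for 10 minutes at room temperature, then given fluorogenic substrate HMU-PC0 (9 uM final) for 60 minutes at 37 °C; a pH 10 stop preceded fluorescence reading at Ex 386/Em 447 nm.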
# TSHR antagonist = antagonists of human thyroid stimulating hormone receptor; hit rate 0.2% among 330,000; TSHR-expressing cells, TSH-stimulated cAMP HTRF, 2 h; hits give low values; AID 504810; activity change, negative = inhibition, % at 11.5 µM; P16473;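 active = activity change below a set negative limit, meaning inhibition stronger than a set level, cut at about -70% in these data; inconclusive = activity change between two set negative limits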; also: % is scaled to controls: 0 for no effect and ±100 for the full control effect
#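 Competitive HTRF cAMP read-out (cryptate anti-cAMP antibody, cAMP-d2; 30 min, room temperature) in freshly harvested TSHR cells. Compounds added before TSH at EC80 (4nM final), followed by 2 hours' incubation at 37 deg C.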
# USP2a block = inhibitors of human ubiquitin-specific protease USP2a; Potency, µM (series often up to 38.3 µM), without a hit: at the highest dose activity change, negative = inhibition, most hits filed as inhibitors; O75604; hit rate 0.01% among 330,000; USP2 core, Ub-CHOP2 coupled fluorogenic reporter, 485/531;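 also: potency is read from the fitted curve at half-maximal effect; plate controls were DMSO wells for no effect and full inhibition by NEM control for full effect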
#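 USP2 core (10nM final) preincubated 30min RT with compound in 20mM Tris-HCl pH 8.0, 2mM CaCl2, 2mM beta-mercaptoethanol, 0.05% CHAPS; 25nM Ub-CHOP2 plus 25nM reporter substrate added, fluorescence (Ex485/Em531) read after 60min.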
# Menin-MLL TR inh = menin-MLL binding inhibition, Texas Red mutant peptide; Menin + Texas Red MLL mutant peptide, fluorescence polarization; O00255; hit rate 0.23% among 270,000; Potency, µM (titrated, usually from 61.6 µM), for the others: at the top dose FP activity change, negative = inhibition, usual class: inhibitors; active = well fitted inhibition curve with a large enough effect in the polarisation, with a control signal flat, not every such curve was filed as active; inconclusive = small, poorly fitted or top-dose-only effect, or effect the other way, or a change in a side signal; inactive = no such curve, though single readings can be large or run the other way; the % refers to the polarisation; also: potency is read from the fitted curve at half-maximal effect; % of control where 0% means no effect; many of its hits are not listed in these tables
# Mito fusion act = inhibitors of mitochondrial division or activators of mitochondrial fusion. Potency, µM (series often up to 46.1 µM), for inactives: top-dose growth rescue (activation), usual class: activators. hit rate 0.23% among 320,000. S. cerevisiae fusion-defective mutant growth rescue, CellTiterGlo 48 h. AID 485298;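 also: potency is read from the fitted curve at half-maximal effect; % of control where 0% means no effect; nearly all actives have a fitted effect of over 45% in size; temperature-sensitive fusion mutants such as fzo1-1 at 37 °C on non-fermentable ethanol glycerol medium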
#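 Growth-rescue viability read-out: after 48 h at the non-permissive 37C in glycerol/ethanol YPEG, yeast mitochondrial fusion mutants are measured by CellTiterGlo luminescence; compounds (23 nl pinned per well) restoring growth score as division inhibitors or fusion activators.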
# GALK inhibitor = inhibitors of human galactokinase; Potency, µM (top dose mostly 57.5 µM), for the others: at the highest dose activity change, negative = inhibition, most hits filed as inhibitors; Purified GALK, Kinase-Glo residual ATP luminescence; hit rate 0.007% among 270,000; also: potency is read from the fitted curve at half-maximal effect; % is scaled to controls: 0 for no effect and ±100 for the full control effect
#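 ATP-depletion format; final 35 uM ATP, 100 uM D-galactose, 5 nM enzyme; pH 8.0 HEPES/Mg2+ buffer; 60 min RT; luminescence read 10 min after detection reagent.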
# BCR signal inh = inhibitors of chronic active B-cell receptor signaling | ABC-DLBCL IkBa-CBG/CBR reporter, luminescence ratio, 4 h | Potency, µM (top dose mostly 46.1 µM), without a hit: at the highest dose ratio change, negative = lower green/red ratio, usual class: inhibitors | hit rate 0.05% among 340,000; active = well fitted inhibition curve with a large enough effect in the signal ratio, with a control signal flat, not every such curve was filed as active; inconclusive = small, poorly fitted or top-dose-only effect, or effect the other way, or a change in a side signal; the % refers to the signal ratio;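 also: potency is read from the fitted curve at half-maximal effect; plate controls were basal doxycycline-induced cells for no effect and cells given 10 µM MG132 for full effect; MG132 reads +100%, hits lower the ratio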
#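 Concentration-response series (up to 46 uM) were applied to TMD8 dual-reporter cells for 4 h at 37C with doxycycline. Green/red ratio, after filter-overlap correction, defined %Activity; red signal alone was normalised to basal cells and zero luminescence.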
# KCNH2 WT inh = inhibitors of human wildtype KCNH2 potassium channel; U2OS, BacMam KCNH2, thallium flux FluxOr; hits give low values; activity change, % at 1.84 µM; AID 720551; hit rate 0.37% among 340,000;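 active = maximum activity change below -70%; inconclusive = maximum activity change between -70% and -50%; inactive = maximum activity change above -50%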; also: % is scaled to controls: 0 for no effect and ±100 for the full control effect
#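 U2OS cells transduced with wild-type KCNH2 virus are loaded with FluxOr dye for 45 min, and thallium flux is measured in kinetic reads before and after stimulation buffer. Rate constants are normalized to DMSO controls.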
# The depositor's hits bear a star; ? = inconclusive; · = not tested or not shown; [ ] = remark or other dose. Unless noted, calls follow the shape of the dose curve; as a rule, active = well fitted curve in the direction sought with a large enough effect; inconclusive = small, poorly fitted or top-dose-only effect, or another doubt; inactive = no such curve, though single readings can be large; an effect the other way counts as inactive or inconclusive. A portion of the library (hit frequency here may not be typical).
SMILES,MBNL1-CUG inh,Eya2 phos inh,PKM2 act,ASM inhibitor,TSHR antagonist,USP2a block,Menin-MLL TR inh,Mito fusion act,GALK inhibitor,BCR signal inh,KCNH2 WT inh
CN1CCc2[nH]c3ccc(C(=O)NN)cc3c2C1,-14%,-31%,-4%,1%,18,-10%,·,5%,1%,-8%,-12
Cc1cc(C(=O)Nn2c(C)nc3ccccc3c2=O)ccc1[N+](=O)[O-],·,-5%,1%,0%,12,7%,1%,15%,0%,5%,-7
COc1ccc(CCNS(=O)(=O)c2ccc([N+](=O)[O-])cc2)cc1OC,?,-8%,1%,5%,-11,-1%,3%,3%,2%,0%,-1
CCn1c(=O)cc(SCC(=O)N2CCCCC2)c2ccccc21,2%,7%,-1%,2%,11,-1%,-28%,4%,3%,0%,-7
N#Cc1nc(-c2ccco2)oc1NCc1cccnc1,?,-19%,-8%,10%,11,-7%,23%,-2%,-3%,2%,-7
Cc1ccc(CNC(=O)CN2C(=O)CSc3ccc(S(=O)(=O)N4CCC(C)CC4)cc32)cc1,7%,2%,·,-12%,-13,-7%,19%,1%,0%,?,1
O=C(COc1ccc(-c2nnco2)cc1)NCc1ccccc1Cl,-15%,-9%,3%,-1%,5,2%,5%,0%,2%,-15%,2
CC(C)(C)c1c(Cl)c(O)c(-c2ccccc2)c(=O)n1-c1ccccc1,-22%,10%,-38%,1%,2,1%,13%,4%,-10%,4%,8
O=[N+]([O-])c1ccc(Cl)cc1Sc1nc2ccccc2o1,17%,-1%,-19%,-7%,-18,1%,9%,9%,1%,?,-9
Cc1cc(C)n(-c2ccc(C(=O)OCC(=O)Nc3ccc(S(=O)(=O)N4CCCCC4)cc3)cc2)n1,2%,1%,-10%,-7%,1,-11%,-1%,1%,3%,-7%,-1
CN(Cc1cccnc1)Cc1c(C(=O)N2CCc3ccccc3C2)nc2ccc(Cl)cn12,-2%,-1%,4%,3%,10,1%,?,-4%,2%,-6%,21
CCOC(=O)COc1ccccc1/C=N/O,-8%,1%,-6%,1%,4,?,6%,-1%,0%,-4%,-4
CC(C)(C)c1nn2cnnc2n(/N=C/c2ccccc2)c1=O,-3%,4%,-4%,1%,-8,2%,-9%,-3%,-1%,3%,2
O=C(NCCc1ccc(Cl)cc1)c1cc(-c2ccncc2)nc2ccccc12,8%,-13%,3%,2%,-7,0%,·,2%,2%,-2%,3
O=C1CC(=C2c3ccccc3-c3ccccc32)C(=O)N1CCCCN1CCN(c2ccccc2)CC1,13%,-2%,0%,?,2,-2%,-20%,8%,-4%,-12%,-5
COc1cccc(CNC(=O)CCC2CCCN(C(=O)c3ccc(OC)c(F)c3)C2)c1 (configuration not stated),-11%,-9%,1%,6%,-7,0%,-3%,3%,4%,6%,1
Cc1nc(S(=O)(=O)NC2CCCCC2)c(C#N)c(C)c1Cl,6%,?,1%,-1%,5,-2%,·,5%,-1%,-6%,-5
Cc1nnc(SCC2=C(C(=O)O)N3C(=O)C(NC(=O)c4cc(F)c(F)cc4Cl)C3SC2)s1 (configuration not stated),-6%,14%,20%,-2%,20,9%,6%,-1%,1%,1%,4
COc1ccc(-c2coc3cc(O)ccc3c2=O)cc1O,-3%,1%,-1%,-2%,-6,-1%,29%,-1%,-1%,?,-7
Cc1cc(=O)oc(C)c1C(=O)NCc1ccccn1,5%,4%,0%,4%,15,0%,-19%,-1%,1%,-2%,5
CCOC(=O)c1csc(NC(=O)c2cc3ccccc3o2)n1,14%,10%,2%,2%,-1,-1%,·,4%,2%,?,1
Cn1ccnc1SCC(=O)NC12CC3CC(CC(C3)C1)C2,-4%,-6%,4%,23%,-2,-1%,?,5%,4%,-1%,0
COc1ccc(Cl)cc1C(=O)Nc1cc(=O)n(C)c(=O)n1C,7%,2%,-4%,4%,3,2%,·,5%,0%,0%,2
CN(C(=O)Cc1csc(-c2ccccc2)n1)c1c(N)n(Cc2ccccc2)c(=O)[nH]c1=O,·,1%,·,5%,0,1%,·,-9%,·,-7%,2
CCCCn1c(=N)c(S(=O)(=O)c2ccc(Br)cc2)cc2c(=O)n3cccc(C)c3nc21,2%,15%,-6%[0.46 µM],2%,-4,0%,9%,3%,0%,-2%,1
SMILES,MBNL1-CUG inh,Eya2 phos inh,PKM2 act,ASM inhibitor,TSHR antagonist,USP2a block,Menin-MLL TR inh,Mito fusion act,GALK inhibitor,BCR signal inh,KCNH2 WT inh
Cc1ccc2sc(N(CCCN(C)C)C(=O)CCS(=O)(=O)c3ccccc3)nc2c1C,-6%,4%,-1%[0.46 µM],-6%,7,1%,?,10%,-3%,?,42
Cc1cc(C(=O)COC(=O)c2ccc(O)cc2)c(C)n1-c1ccccc1F,-2%,-5%,0%,-7%,-15,0%,-10%,6%,8%,-10%,2
Cc1cccc(NC(=O)c2ccc3c(c2)OCCO3)c1,-1%,9%,·,0%,-2,3%,-10%,12%,6%,?,5
O=C(O)c1cccc(-n2cc(-c3cccc(C(F)(F)F)c3)cn2)c1,-9%,-7%,·,11%,-18,-11%,34%[activator],16µM*,0%,?,0
CCOC(=O)c1sc2nc(C)nc(Nc3ccc(OC)cc3)c2c1C,52%[activator],1%,-3%,2%,-16,1%,-6%,23%,0%,4%,8
NC(=O)CSc1nnc(NC(=O)c2ccc(Br)o2)s1,6%,9%,·,2%,0,2%,·,5%,3%,?,-19
N=c1sccn1CC(=O)NCc1ccc(Cl)cc1Cl,·,-3%,-13%,-1%,8,0%,-10%,3%,1%,-9%,23
O=C(Oc1cc(=O)oc2c1c(=O)n1c3c(cccc23)CC1)c1ccccc1,-9%,6%,-20%,21%,21,0%,·,-10%,6%,-5%,0
Cc1cccc(-c2cc(C(=O)Nc3cccnc3)c3ccccc3n2)c1,11%,-11%,-5%,·,-13,1%,·,11%,-1%,?,7
O=C(c1ccccc1)N1CCC(O)(c2cccnc2)CC1,0%,·,4%,-4%,·,·,-18%,0%,1%,·,9
CC1=Nc2ccc(C)cc2N(Cc2ccccc2)C(=O)C1,6%,-38%,-18%,3%,6,0%,0%,0%,1%,18%,12
CC1(C)CC(=O)/C(=C(\O)CCCN2C(=O)c3ccccc3C2=O)C(=NCC(=O)O)C1,8%,-1%,-1%,3%,3,2%,0%,-2%,0%,-5%,-8
COC(=O)CN(c1ccc(F)cc1)S(=O)(=O)c1ccccc1,-3%,-4%,9%,3%,-6,0%,10%,-4%,-4%,12%,4
CCN(CC)CCN=CC1=C(O)CNC1=O,-3%,-15%,-1%,7%,4,-1%,9%,2%,-1%,0%,-7
CC(C)c1ccc(N=Cc2c(O)c3ccccc3oc2=O)cc1,-1%,-6%,-8%,23%,-14,1%,-2%,-2%,4%,?,-5
N#CCCn1nc(-c2ccccc2)cc1Nc1ccccc1NC(=O)c1cccs1,1%,-12%,-3%,-11%,4,-3%,19%,-4%,0%,?,1
Cc1ccc(S(=O)(=O)/N=C2/NC(=O)/C(=C\c3ccccc3)S2)cc1,·,13%,·,14%,·,0%,·,·,·,-1%,5
Cc1ccc(-c2noc(C3CCCN(C(=O)C4CCCCC4)C3)n2)o1 (configuration not stated),-3%,12%,4%,1%,5,2%,-5%,3%,0%,?,-1
OCC1(Cc2ccccc2)CCCN(Cc2ccn[nH]2)C1 (configuration not stated),-3%,6%,-1%,-2%,-3,8%,4%,2%,1%,1%,-6
CCOC(=O)C1CCCN(C(=O)c2csc(-c3ccc4c(c3)CCO4)n2)C1 (configuration not stated),14%,-2%,0%,-3%,-1,3%,·,2%,2%,0%,3
COc1ccccc1CNC(=O)c1cc(-c2cccnc2)nc2ccccc12,?,3%,3%,-3%,-8,2%,-7%,-3%,6%,0%,2
O=C(c1cccnc1Nc1ccccc1F)N1CCOCC1,-1%,-10%,7%,0%,-1,-1%,8%,-4%,0%,-7%,-11
CCCCCCCC1(C)NC(=O)NC1=O (configuration not stated),4%,4%,-2%,1%,8,-1%,·,-2%,6%,-21%,24
Cc1ccc(OCCC(=O)OCC(=O)NC(=O)NC2CCCC2)cc1,·,-8%,·,-2%,-5,0%,·,-1%,·,0%,-5
